# Hck Nef HTS – human Hck-Nef kinase inhibition. inhibition, % at 20 µM. AID 463187. P08631. actives 0.68% (n = 220,000). Recombinant Hck-YEEI plus Nef, Z-Lyte FRET kinase assay;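 active means Hck-Nef kinase inhibition above about 50%, limit read from the data; inactive means inhibition below that limit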;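 further: 0% = DMSO with Hck plus Nef and 100% = Hck alone without Nef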
# Runt-SMMHC FRET – inhibitors of human RUNX1 Runt domain binding to CBFb-SMMHC; Q01196+Q13951; Cerulean-Runt/Venus-CBFb-SMMHC FRET ratio 530/480, 1 h; inhibition, % at 20 µM; actives 0.74% (n = 220,000); AID 1434;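 active means mean inhibition across duplicate retests at 20 µM reaching about 50%, limit read from the data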;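 further: 0% = DMSO wells and 100% = wells with excess untagged CBFb-SMMHC; inhibitors lower the FRET ratio by blocking Runt binding to CBFb-SMMHC; some results filed as inactive read as strong as hits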
# EBV gp42 block – EBV gp42 inhibition | Q1HVG2 | Fluorescence polarization binding assay, mP read-out | inhibition, % (tested at 21.74 µM) | actives 0.42% (n = 220,000) | AID 1085; in the data active means inhibition above about 50%
# Target sequence (Q1HVG2 whole entry, looked up): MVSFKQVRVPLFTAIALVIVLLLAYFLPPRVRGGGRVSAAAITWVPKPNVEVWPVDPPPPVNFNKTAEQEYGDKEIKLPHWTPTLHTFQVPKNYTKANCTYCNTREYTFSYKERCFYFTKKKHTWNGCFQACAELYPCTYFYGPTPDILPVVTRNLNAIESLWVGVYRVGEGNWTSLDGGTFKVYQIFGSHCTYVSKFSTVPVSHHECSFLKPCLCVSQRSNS
# L929 necroptosis – blocks zVAD induced death of L929 cells | L929 zVAD necroptosis rescue, ATP luminescence, 24 h; with zVAD 60 µM | viability rescue, % at 10 µM | actives 0.38% (n = 220,000);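 active means activation, scaled between plate controls, above about 75%, limit read from the data; inactive means activation under that limit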;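 further: 0% = zVAD with DMSO and 100% = DMSO alone without zVAD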
# Mdm2 ligase inh – Mdm2 E3 ligase (human) inhibition | Q00987 | actives 0.11% (n = 210,000) | cell-based MDM2 ubiquitination luciferase reporter, 2 h; 0 = plate control, 100 = twice control, blank-subtracted | AID 1230 | signal enhancement, % at 5 µM;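 active means signal enhancement of 30% or more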;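 further: luminescence tracks abundance of the self-degrading MDM2-luciferase fusion protein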
#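 Material: Stable MDM2–luciferase fusion reporter cells | Amount: 2000 cells seeded into each well | Dosing: One concentration, 5 µM, with 0.2% DMSO | Incubation: 4 h cell settling then 2 h compound exposure, 37 °C | Measured by: Luciferase luminescence | Read-out basis: % enhancement relative to plate controls after blank subtraction | Benchmarks: Control and blank well means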
# NCF1 inh – inhibitors of human p47phox binding. P14598. p47phox/p22phox peptide binding, fluorescence polarization, 2 h. inhibition, % at 24.7 µM. actives 0.53% (n = 220,000);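 active means inhibition above about 30%, limit read from the data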;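 further: 0% = p47phox with labelled peptide and 100% = labelled peptide alone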
# Target sequence (P14598 whole entry, looked up): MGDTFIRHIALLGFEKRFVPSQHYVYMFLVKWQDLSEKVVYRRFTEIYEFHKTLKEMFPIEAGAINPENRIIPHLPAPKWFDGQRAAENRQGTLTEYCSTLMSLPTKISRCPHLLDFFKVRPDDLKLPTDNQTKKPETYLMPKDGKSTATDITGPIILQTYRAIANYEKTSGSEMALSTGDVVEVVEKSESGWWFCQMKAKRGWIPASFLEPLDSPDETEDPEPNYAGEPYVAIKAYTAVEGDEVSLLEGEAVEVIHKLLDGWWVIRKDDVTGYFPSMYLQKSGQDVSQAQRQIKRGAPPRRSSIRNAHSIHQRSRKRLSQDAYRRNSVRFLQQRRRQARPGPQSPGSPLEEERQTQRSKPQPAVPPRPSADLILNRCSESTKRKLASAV
# Runt-CBFb FRET – Runt domain-CBFb interaction inhibition; Q01196+Q13951; Cerulean-Runt/Venus-CBFb FRET ratio 530/480, 1 h; inhibition, % at 20 µM; actives 0.46% (n = 220,000);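 active means inhibition over about 50% at 20 µM in the single-dose screen, limit read from the data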;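 further: 0% = DMSO wells and 100% = excess unlabeled CBFb competitor control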
#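 Buffer or medium: Tris pH 7.5 buffer with BSA. Assay system: Cerulean-labeled Runt domain protein. Amount: each fluorescent fusion protein 100 nM. Read-out basis: loss of energy transfer signal. Incubation: 1 h compound exposure, room temperature. Probe or stimulus: Venus-CBFb binding partner, 100 nM. Detection: FRET, excitation 422 nm, emission at 530 and 480 nm.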
# 14-3-3 Bad PPI – disrupts binding of bovine 14-3-3 zeta to phospho-Bad peptide. P63103. TR-FRET 14-3-3zeta/Dy647-pBad peptide displacement, 1 h. inhibition, % at 21.7 µM. actives 0.71% (n = 220,000);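 active means inhibition above about 70%, limit read from the data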;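 further: 0% = full 14-3-3 plus peptide FRET controls and 100% = background without 14-3-3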
# Target sequence (P63103 whole entry, looked up): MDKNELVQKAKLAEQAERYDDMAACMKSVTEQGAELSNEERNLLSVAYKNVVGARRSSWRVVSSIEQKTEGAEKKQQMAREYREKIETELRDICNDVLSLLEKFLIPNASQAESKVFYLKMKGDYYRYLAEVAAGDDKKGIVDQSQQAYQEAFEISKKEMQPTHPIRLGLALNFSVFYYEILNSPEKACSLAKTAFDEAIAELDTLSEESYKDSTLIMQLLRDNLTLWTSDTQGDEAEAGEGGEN
# Tb hexokinase – T. brucei hexokinase 1 inhibition; inhibition, % at 10 µM; recombinant TbHK1, G6PDH-coupled NADH A340; actives 0.11% (n = 220,000); AID 1430;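 active means inhibition of 50% or more in the single-dose primary screen; inactive means inhibition below 50%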
# Active calls of the source: *; nt = no result given; [ ] = remark or other dose.
# Results follow in this order: Hck Nef HTS | Runt-SMMHC FRET | EBV gp42 block | L929 necroptosis | Mdm2 ligase inh | NCF1 inh | Runt-CBFb FRET | 14-3-3 Bad PPI | Tb hexokinase
O=C(Cn1cc([N+](=O)[O-])cn1)Nc1cccnc1
 : 23 | -1 | 0 | 2.6 | -4 | 7 | -1 | -16 | -4
O=C(CSc1nc2ccc(Cl)cc2[nH]1)NC1CCCc2ccccc21 (centres undefined)
 : 5 | -3 | -27 | 1.1 | 15 | -11 | 0 | 2[fluorescence artefact?] | -3
Cc1ccc(C)n1-c1ccc(-n2cnnn2)cc1
 : 5 | 10 | -6 | 0.2 | -9 | -20 | 5 | -9 | 3
Cc1nc(NC(=O)COC(=O)c2ccc(S(=O)(=O)N3CCc4ccccc4C3)cc2)c(Cl)cc1Cl
 : 22 | -1 | -24 | 0.5 | 3 | -94 | 1 | -17 | 2
CCc1c(C)sc2nc(C(C)C)nc(SCC(=O)N3CCc4ccccc4C3)c12
 : 1 | 0 | -4 | 0.3 | -13 | -6 | -3 | -10[fluorescence artefact?] | 16
Cc1cc(C)nc(SCC(=O)Nc2ncc(Cc3ccc(Cl)c(Cl)c3)s2)n1
 : 8 | -3 | -24 | 1.8 | 3 | -9 | -4 | -8 | 3
CC(C)OCCCNC(=O)c1ccc(C2SCC(=O)N2Cc2ccco2)cc1 (centres undefined)
 : 16 | 4 | -7 | 5.0 | 2 | -8 | 6 | -2 | -8
COCCCNC(=O)CSc1nc2ccccc2c(=O)n1CCC(=O)NCCc1ccc(OC)c(OC)c1
 : 6 | 2 | 7 | -0.5 | -4 | 8 | 1 | 7 | 6
O=C1N=C(N2CCCC2C(=O)O)S/C1=C\c1ccco1 (centres undefined)
 : 29 | 4 | 5 | -3.3 | -30 | -11 | 18 | 12 | -26
COC(=O)c1ccc(CNC(=O)c2coc3ccccc3c2=O)cc1
 : 16 | -4 | -12 | 1.8 | -14 | -6 | 1 | -3 | -14
COc1ccccc1N1CCN(C(c2cccs2)C(C)NC(=O)c2ccco2)CC1 (centres undefined)
 : 9 | -1 | -11 | 0.1 | -14 | -12 | 0 | -7 | -5
CN(C)c1ccc(C(C#N)c2ccc(Cl)cc2)nn1 (centres undefined)
 : 25 | 3 | -4 | 0.0 | 1 | 0 | 1 | -2 | -4
O=C(/C=C/c1cccc([N+](=O)[O-])c1)NCCSCc1ccccc1Cl
 : 2 | -1 | 7 | 0.7 | -8 | -9 | -1 | -24 | 10
CC1CN(C2CCN(C(=O)c3ccccc3Cl)CC2)CC(C)O1 (centres undefined)
 : -1 | 78 | 9 | 0.4 | 2 | -7 | -1 | 41 | -3
CC(C)Sc1ncnc2c1oc1ccccc12
 : 0 | 0 | -10 | -0.1 | -12 | 1 | -2 | 7 | 7
CC(C)CCNc1nc(N)c([N+](=O)[O-])c(NCC2CCCO2)n1 (centres undefined)
 : 3 | -2 | -10 | -0.1 | 18 | -4 | -2 | 17[fluorescence artefact?] | -34
CC(C)(C)OC(=O)NCCCC[C@H](NC(=O)c1nc[nH]c1C(=O)N1CCN(c2ccccc2)CC1)C(=O)OC(C)(C)C
 : 30 | 1 | -8 | 0.5 | 18 | -21 | -6 | -3 | -11
COc1ccc(-c2cc(C(F)(F)F)n3nc(C(=O)NCc4ccco4)cc3n2)cc1
 : 0 | 11 | -14 | 0.8 | -8 | -14 | 5 | -1[fluorescence artefact?] | -5
Cc1nc(NCc2cccnc2)c2c3c(sc2n1)CCCC3
 : 17 | 0 | -14 | 11 | -8 | 0 | 0 | -7 | -5
Cc1cccc(C(CC(=O)O)NC(=O)C(F)(F)F)c1 (centres undefined)
 : 16 | -2 | -7 | 1.9 | -3 | -12 | -1 | -11 | -2
C=CCOc1ccccc1CNCc1ccc(F)cc1
 : 7 | 1 | -10 | -0.5 | -15 | -3 | 0 | -2 | 3
C=CCNC(=O)CCCOc1cccc(C)c1
 : 1 | -1 | 0 | 1.5 | -20 | 2 | -2 | 1 | 3
CCn1c(CSCc2ccc(F)cc2)nnc1SCC(=O)NCc1ccccc1
 : 9 | -2 | -25 | -0.1 | -1 | -20 | 3 | -18 | -6
COc1ccc(C(=O)NCc2nnc(SCC(=O)N3CCc4ccccc43)n2CCc2ccccc2)cc1
 : 3 | -9 | 11 | 2.4 | -9 | -8 | -11 | -8 | 1
O=C(NC(=S)Nc1ccc(N2CCOCC2)c(Cl)c1)c1cccs1
 : 21 | 0 | -5 | 4.0 | 12 | -7 | 2 | -9 | -6
CC1=N/C(=C/c2ccc([N+](=O)[O-])cc2)C(=O)N1c1ccc(Cl)cc1Cl
 : -2 | -1 | -13 | 0.0 | 4 | 2 | 2 | 2 | -4
Cc1cc(C)cc(N(CC(=O)N2CCOCC2)S(=O)(=O)c2ccccc2)c1
 : 4 | 0 | -2 | -0.5 | nt | -10 | 0 | 3 | -3
CCN(CC)c1cc(C)c2cc(NC(=O)c3ccc(Br)o3)ccc2n1
 : 0 | 6 | -4 | 14 | -3 | -4 | nt | 3 | -12
O=C(CN1C(=O)NC2(CCCC2)C1=O)N1CCN(S(=O)(=O)c2ccccc2)CC1
 : 2 | 2 | -9 | 3.6 | -7 | 4 | 0 | 0 | -1
CCN(CC)S(=O)(=O)c1ccc2c(c1)c(=O)c(C(=O)N1CCOCC1)cn2C
 : -5 | 4 | -2 | 1.9 | -18 | -10 | -1 | -2 | -21

# Looked up one by one from the entries so far:
# Results follow in this order: Hck Nef HTS | Runt-SMMHC FRET | EBV gp42 block | L929 necroptosis | Mdm2 ligase inh | NCF1 inh | Runt-CBFb FRET | 14-3-3 Bad PPI | Tb hexokinase
O=C(NC(=S)Nc1ccc(N2CCOCC2)c(Cl)c1)c1cccs1
 : 21 | 0 | -5 | 4.0 | 12 | -7 | 2 | -9 | -6
COc1ccc(-c2cc(C(F)(F)F)n3nc(C(=O)NCc4ccco4)cc3n2)cc1
 : 0 | 11 | -14 | 0.8 | -8 | -14 | 5 | -1[fluorescence artefact?] | -5

# Other structures
# Results follow in this order: Hck Nef HTS | Runt-SMMHC FRET | EBV gp42 block | L929 necroptosis | Mdm2 ligase inh | NCF1 inh | Runt-CBFb FRET | 14-3-3 Bad PPI | Tb hexokinase
COc1ccc(CN(C(=O)c2ccco2)c2ccc(C)cc2)cc1OC
 : 1 | 0 | -17 | -0.1 | -23 | -2 | 0 | -6 | -4
CCS(=O)(=O)N1CCCC(C(=O)NCCN(C)Cc2ccccc2)C1 (centres undefined)
 : 2 | 1 | -7 | 1.2 | 4 | -16 | -1 | 11 | -3
O=C(N[C@H]1CC1c1ccccc1)c1ccc([N+](=O)[O-])cc1 (some centres undefined)
 : 21 | -1 | -5 | 0.3 | -30 | -9 | 1 | -1 | -2
O=C(Nc1nnc(/C=C/c2ccccc2)s1)c1ccco1
 : 23 | 15 | -14 | 1.1 | -11 | -11 | 3 | -1 | -22
CCC12CN3CC(CC)(CN(C1)C3c1ccccc1Cl)C2O (centres undefined)
 : 1 | -2 | -3 | 0.0 | -26 | 4 | -1 | 0 | 1
COc1ccc(-c2cc(C(=O)NCc3cn(C)nc3C)c3ccccc3n2)cc1OC
 : 6 | 3 | 3 | nt | 2 | -1 | -1 | -16[fluorescence artefact?] | -20
CCOC(=O)C1CCN(C(=O)COc2ccc(Br)cc2Br)CC1
 : 23 | -2 | -4 | 0.8 | -8 | -8 | -1 | -15 | 2
CCC(C)NCCOCCOc1ccc(Br)cc1 (centres undefined)
 : -16 | 1 | -8 | 0.1 | -16 | -9 | -2 | 6 | 8
CCC(C)[C@H](NC(=O)Nc1ccccc1F)C(=O)OC (some centres undefined)
 : 10 | -1 | 0 | 0.0 | 2 | 4 | -1 | -13 | -3
CCOc1cc(C(=O)N/N=C/C2CC=CCC2)cc(OCC)c1OCC (centres undefined)
 : 4 | -2 | -2 | 1.2 | 10 | -3 | -4 | -18 | -7
CCOC(=O)CN(C(=O)CSc1nnc(-c2ccc(OC)c(OC)c2)o1)c1ccc(F)cc1
 : 0 | -4 | -1 | -0.2 | -14 | -8 | -5 | 7[fluorescence artefact?] | 0
CC1CN(C(=O)c2c([N+](=O)[O-])cnn2C)CC(C)O1 (centres undefined)
 : 0 | 1 | -29 | 0.2 | -27 | -7 | 2 | 4 | -9
CC(/C=C1\SC(=O)N(CCCC(=O)O)C1=O)=C\c1ccccc1
 : -2 | 2 | -12 | -0.5 | -39 | -4 | -2 | 2 | -30
COc1cc2c(cc1OC)C(C(=O)NCC1COc3ccccc3O1)C(c1cccnc1)N(C)C2=O (centres undefined)
 : -10 | 1 | 1 | 2.3 | -28 | 2 | 1 | -5 | -4
CCC(C)N1C(=O)S/C(=C/c2ccc(Sc3nc4ccccc4[nH]3)o2)C1=O (centres undefined)
 : 0 | 2 | -18 | 0.0 | -2 | -46 | -1 | 10 | -9
Clc1ccc(-n2nnnc2CN2CCOCC2)cc1
 : 2 | -1 | 11 | 0.1 | -87 | -3 | -2 | -4 | 3
CC(C)(Oc1ccc(Cl)cc1)C(=O)NC1=NN(c2ccccc2)C(=O)C1
 : 5 | -1 | -14 | 0.3 | -2 | -6 | -4 | -25 | 10
C/C(=N\NC(=O)c1csc(C)c1C)c1ccc(Cl)s1
 : -23 | -4 | -15 | -0.2 | -26 | -5 | 2 | -1 | -5
O=C(c1ccc(F)cc1)N1CCN2C(=O)c3ccccc3C12c1ccc(Cl)cc1 (centres undefined)
 : -7 | -2 | 8 | -0.9 | -8 | 4 | -3 | 1 | 8
COc1ccc(/C=N/OCc2nc3c4c(ncn3n2)Oc2ccc3ccccc3c2C4c2ccccc2)cc1 (centres undefined)
 : 1 | 0 | 0 | 2.0 | 0 | -8 | 0 | 3 | -18
O=c1[nH][nH]c(=S)n1C1CCCCC1
 : -161 | 55 | -43 | -0.5 | -2 | 24 | 29 | -3 | -6
Cc1c(NS(=O)(=O)c2ccc(N3CCCCC3)c([N+](=O)[O-])c2)c(=O)n(-c2ccccc2)n1C
 : 7 | -3 | -13 | 0.8 | 4 | -4 | -3 | 0 | 0
Cc1ccc2nc(-c3ccncc3)cc(-c3ccccc3)c2c1
 : 1 | -1 | 10 | -0.2 | 12 | 3 | -3 | 5 | 1
Cc1cccc(NC(=O)CSc2nc3[nH]ncc3c(=O)[nH]2)c1
 : 5 | 2 | -7 | 1.3 | -10 | -1 | 1 | -1 | 3

# Four compounds from above with just L929 necroptosis and Runt-SMMHC FRET:
mol,L929 necroptosis,Runt-SMMHC FRET
CCC12CN3CC(CC)(CN(C1)C3c1ccccc1Cl)C2O (centres undefined),0.0,-2
COc1ccc(-c2cc(C(=O)NCc3cn(C)nc3C)c3ccccc3n2)cc1OC,nt,3
CCOC(=O)C1CCN(C(=O)COc2ccc(Br)cc2Br)CC1,0.8,-2
CCC(C)NCCOCCOc1ccc(Br)cc1 (centres undefined),0.1,1

# Quoted from the entries so far, 2 compounds:
# Results follow in this order: Hck Nef HTS | Runt-SMMHC FRET | EBV gp42 block | L929 necroptosis | Mdm2 ligase inh | NCF1 inh | Runt-CBFb FRET | 14-3-3 Bad PPI | Tb hexokinase
O=C(N[C@H]1CC1c1ccccc1)c1ccc([N+](=O)[O-])cc1 (some centres undefined)
 : 21 | -1 | -5 | 0.3 | -30 | -9 | 1 | -1 | -2
O=C(Nc1nnc(/C=C/c2ccccc2)s1)c1ccco1
 : 23 | 15 | -14 | 1.1 | -11 | -11 | 3 | -1 | -22

# High-throughput results from PubChem BioAssay.
